# GCN5L2 inh: qHTS Assay for Inhibitors of GCN5L2 | 390,000 compounds, 0.21% hits | Potency, µM (top dose mostly 58.9 µM), for the others: at the highest dose activity change, negative = inhibition, most hits filed as inhibitors | AID 504327, 2011 | GCN5L2 HAT assay, ThioGlo1 CoA-SH fluorescence
# Target sequence (Q92830 whole entry, looked up): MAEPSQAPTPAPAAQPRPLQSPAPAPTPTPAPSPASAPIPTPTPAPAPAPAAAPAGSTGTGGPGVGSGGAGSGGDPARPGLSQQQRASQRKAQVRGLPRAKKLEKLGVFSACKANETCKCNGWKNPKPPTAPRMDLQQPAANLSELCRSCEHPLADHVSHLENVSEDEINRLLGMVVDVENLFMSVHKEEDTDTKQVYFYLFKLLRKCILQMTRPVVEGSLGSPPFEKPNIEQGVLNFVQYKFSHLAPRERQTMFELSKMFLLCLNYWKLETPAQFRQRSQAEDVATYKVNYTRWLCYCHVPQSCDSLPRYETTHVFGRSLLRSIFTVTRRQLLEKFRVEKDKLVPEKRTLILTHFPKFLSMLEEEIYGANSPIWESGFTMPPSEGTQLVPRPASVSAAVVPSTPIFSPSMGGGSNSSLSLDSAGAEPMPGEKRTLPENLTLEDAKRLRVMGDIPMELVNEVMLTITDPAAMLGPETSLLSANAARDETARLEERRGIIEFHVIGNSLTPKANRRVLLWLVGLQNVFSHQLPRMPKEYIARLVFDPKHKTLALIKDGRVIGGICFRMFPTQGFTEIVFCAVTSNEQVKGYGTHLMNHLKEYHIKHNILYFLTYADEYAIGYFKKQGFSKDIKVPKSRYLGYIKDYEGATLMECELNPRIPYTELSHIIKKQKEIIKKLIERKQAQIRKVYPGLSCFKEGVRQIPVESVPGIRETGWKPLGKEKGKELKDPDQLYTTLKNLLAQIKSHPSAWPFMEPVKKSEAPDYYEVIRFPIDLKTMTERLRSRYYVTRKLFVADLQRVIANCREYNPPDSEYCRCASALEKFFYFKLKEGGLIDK
#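 Enzyme at 20nM final was mixed with library compounds for 15 min at room temperature. Peptide H3(1-25) at 75uM, acetyl-CoA at 70uM and ThioGlo1 at 50uM were then added. Plates were read immediately and after 20 min (Ex340nm/Em540nm).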
# TDP1 cell CPT: qHTS for Inhibitors of human tyrosyl-DNA phosphodiesterase 1 (TDP1): qHTS in cells in presence of CPT; chicken DT40 Tdp1-/-;hTDP1 cells + 20 nM CPT, ATP luminescence, 48 h; Potency, µM (doses to about 46.2 µM), for inactives: top-dose activity change, negative = growth inhibition, usual class: inhibitors; 420,000 compounds, 12% hits; AID 686979, 2013; further: nearly all actives have a fitted effect of over 55% in size
#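 Cell growth measured by CellTiter-Glo luminescence after a minimum 48 h, 37 C compound exposure with 20 nM CPT in Tdp1-knockout DT40 cells stably expressing hTDP1, seeded 400/well; qHTS titration format.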
# FEN1 inhibitor: qHTS Assay for the Inhibitors of Human Flap endonuclease 1 (FEN1) | P39748 | Recombinant FEN1 flap cleavage, fluorescence, 15 min | Potency, µM (highest dose often 114 µM), inactives show at the highest dose activity change, negative = inhibition, actives largely listed as inhibitors | 390,000 compounds, 0.35% hits | AID 588795, 2011; further: nearly all actives have a fitted effect of over 65% in size
#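 Read-out was taken twice, immediately and after 15 min, following addition of 50 nM substrate to 10 nM FEN1 that had sat with test compound for 15 min at room temperature. Curves came from a four-parameter Hill model.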
# * marks the source's active call; other numbers are inactive results; u = inconclusive; x = not tested or not shown. The call rests on the fitted dose curve; in most records, active means well fitted curve in the direction sought with a large enough effect; inconclusive means small, poorly fitted or top-dose-only effect, or another doubt; inactive means no such curve, though single readings can be large; an effect the other way counts as inactive or inconclusive. On the % scale 0 is the no-effect control and ±100 the full control effect; potency means the concentration at half of the fitted maximal effect.
SMILES | GCN5L2 inh | TDP1 cell CPT | FEN1 inhibitor
CN(C)CCCn1c(N)c(C#N)c2nc3ccccc3nc21 | -2% | 2% | u
CC(C)c1ccc(NC(=O)C(NS(=O)(=O)c2ccc3c(c2)CCC(=O)N3)c2ccccc2)cc1 (stereo unspecified) | 0% | 21µM* | -18%
CC(=O)Nc1cc(C(F)(F)F)ccc1N1CCOCC1 | x | -16% | 9%
COc1ccccc1CNc1nc2c(S(=O)(=O)c3ccccc3)nnn2c2ccc(Cl)cc12 | 25µM* | u | 16%
O=C(CCCn1c(=O)c2sccc2n(Cc2cc(=O)n3ccccc3n2)c1=O)NCc1ccco1 | 0% | -2% | 0%
CC(C)Cn1c(N)c(C(=O)COC(=O)c2ccc([N+](=O)[O-])o2)c(=O)n(C)c1=O | -5% | u | u
Cc1ccc(S(=O)(=O)NCc2ccccn2)c(C)c1C | 1% | -12% | -8%
CC(C)N1CCN(Cc2cn[nH]c2C2CCCCC2)CC1CCO (stereo unspecified) | -13% | 17% | -2%

# Next part, overlapping the part above by 3 compounds.
SMILES | GCN5L2 inh | TDP1 cell CPT | FEN1 inhibitor
CC(C)Cn1c(N)c(C(=O)COC(=O)c2ccc([N+](=O)[O-])o2)c(=O)n(C)c1=O | -5% | u | u
Cc1ccc(S(=O)(=O)NCc2ccccn2)c(C)c1C | 1% | -12% | -8%
CC(C)N1CCN(Cc2cn[nH]c2C2CCCCC2)CC1CCO (stereo unspecified) | -13% | 17% | -2%
COCCNc1ccc([N+](=O)[O-])cc1C(=O)NC1CCCc2ccccc21 (stereo unspecified) | -3% | -27% | -13%
COc1ccc2c(c1)C(=O)N(c1ccc(C)cc1C)C(=O)C2(C)C | 0% | -20% | 1%
CCN(CC)S(=O)(=O)c1ccc(NC(=O)CN(c2ccccc2)S(=O)(=O)N(C)C)cc1 | 0% | x | -6%
O=C1CCC(C(=O)NCc2cccnc2)N1 (stereo unspecified) | 3% | u | 9%
CN(C)Cc1cc(C(C)(C)C)cc(C(C)(C)C)c1O | 0% | u | 18%
Cc1ccc(Cl)cc1NC(=O)C1CCN(S(C)(=O)=O)CC1 | -2% | 6.5µM* | 2%
Cc1ccc(CNC(=O)c2ccc3nc(SCc4ccc(F)cc4)[nH]c3c2)cc1 | -11% | 15µM* | -23%
CC(C)C(=O)Nc1ccc(-c2nc3ccccc3c(=O)o2)cc1 | 2% | -6% | 3%

# New compounds follow:
SMILES | GCN5L2 inh | TDP1 cell CPT | FEN1 inhibitor
Cc1ccc(Cn2c(=O)n(Cc3nc(-c4ccccc4)no3)c(=O)c3cc4c(cc32)OCO4)cc1 | 1% | -3% | -14%
COc1cccc(-n2nnc3c(=O)n(CC(=O)N4CCCCC4)cnc32)c1 | -1% | -21% | -7%
Cc1cc(C)c(NC(=O)CNC(=O)Cc2ccc(S(=O)(=O)N3CCOCC3)s2)c(C)c1 | -8% | 5% | 10%
Cc1cccc(C)c1NC(=O)CN(c1ccccn1)S(=O)(=O)c1ccccc1 | -3% | -3% | -15%
Cc1nn2c(-c3ccccn3)ccnc2c1Cl | -4% | -3% | -4%
COc1ccc(C2c3ccc4ccccc4c3Oc3ncn(CCO)c(=N)c32)cc1OC (stereo unspecified) | 0% | 23µM* | u
C#CC1(NC(=O)NS(=O)(=O)c2ccc(C)cc2)CCCCC1 | 1% | -7% | 15%
Cc1cc(C(=O)COC(=O)CCCN2C(=O)c3ccccc3C2=O)c(C)n1C | -2% | -21% | -6%

# Next compounds follow:
SMILES | GCN5L2 inh | TDP1 cell CPT | FEN1 inhibitor
COc1ccc(NC(=O)CCc2c(C)nc3c(c2C)c(=O)n(C)c(=O)n3C)c(OC)c1 | -1% | -9% | 0%
COc1ccccc1C(=O)Nc1ccc(NC(=O)c2ccco2)c(C)c1 | -3% | u | -3%
c1coc(CNc2c3c(nc4ncnn24)CCCC3)c1 | -4% | u | -24%
COc1cc(NC(=O)c2nnn(Cc3ccc(SC)cc3)c2N)cc(OC)c1 | -7% | 18µM* | 4%
CCN(CC)c1ccc(S(=O)(=O)N2CCOCC2)cc1NC(=O)CN1C(=O)NC2(CCCC2)C1=O | 0% | -29% | -9%
O=C(Nc1cc(-c2ccccc2)[nH]n1)c1ccccc1 | -1% | -3% | -2%
Cc1cccc(NC(=S)/N=C(\N)Nc2nc(C)c3ccc(C)cc3n2)c1 | -1% | 15µM* | u
CN1CCNC(=O)C1CC(=O)NCCC1=CCCCC1 (stereo unspecified) | 1% | -1% | -2%

# Arranged by length of the SMILES (descending): some entries from above.
SMILES | GCN5L2 inh | TDP1 cell CPT | FEN1 inhibitor
CCN(CC)c1ccc(S(=O)(=O)N2CCOCC2)cc1NC(=O)CN1C(=O)NC2(CCCC2)C1=O | 0% | -29% | -9%
COc1ccccc1C(=O)Nc1ccc(NC(=O)c2ccco2)c(C)c1 | -3% | u | -3%
c1coc(CNc2c3c(nc4ncnn24)CCCC3)c1 | -4% | u | -24%

# Filtered by structure, the compounds so far containing a nitro group on carbon (2)
SMILES | GCN5L2 inh | TDP1 cell CPT | FEN1 inhibitor
CC(C)Cn1c(N)c(C(=O)COC(=O)c2ccc([N+](=O)[O-])o2)c(=O)n(C)c1=O | -5% | u | u
COCCNc1ccc([N+](=O)[O-])cc1C(=O)NC1CCCc2ccccc21 (stereo unspecified) | -3% | -27% | -13%

# (listing goes on)
SMILES | GCN5L2 inh | TDP1 cell CPT | FEN1 inhibitor
CCOc1cccc(CNCc2ccncc2)c1 | -3% | -17% | -13%
CC1CC(OCC(O)CN2CCN(Cc3ccccc3)CC2)CC(C)(C)C1 (stereo unspecified) | 1% | u | -12%
Nc1ncnc2c1ncn2[C@@H]1O[C@H](CNC(=O)[C@@H]2CCC(=O)N2)[C@@H](O)[C@H]1O | -1% | -2% | 18%
CCN(CC)CCNC(=O)C(=O)Nc1c2c(nn1-c1ccc(F)cc1)CSC2 | 0% | -25% | -7%
COc1ccc(N(C)C(=O)c2cn(CC(C)C)c(=O)c3cc(OC)c(OC)cc23)c(OC)c1 | -12% | u | 15%
C=C(C)C1CC=C(C)/C(=N/NC(=O)c2ccc(NC(=O)c3cccc(C)c3)cc2)C1 (stereo unspecified) | -5% | u | -3%
COc1cc(CC(=O)N(c2ccccc2)c2nc(C)cs2)cc(OC)c1OC | -3% | u | -1%
CNc1nc(C)c([N+](=O)[O-])c(Nc2ccc(OC)cc2)n1 | -8% | u | 8%

# Next part:
# Values run as follows: GCN5L2 inh	TDP1 cell CPT	FEN1 inhibitor
CN(C)c1ccc(CNC(=O)CCn2cccn2)cc1
  -4%	7%	2%
CCOc1ccc(N/C(N)=N/c2nc(C)c(C)c(=O)[nH]2)cc1
  -5%	-3%	-9%
CN1CCN(C(=O)C2(NC(=O)NCc3ccccc3)CCCCC2)CC1
  -4%	5%	-5%
COCCn1nnnc1CN(CCc1ccccc1)Cc1cc2cc(OC)ccc2[nH]c1=O
  x	u	-3%
CC1CC(=O)Nc2ccccc2N1C(=O)CN1CCN(C=O)CC1 (stereo unspecified)
  -2%	3%	10%
O=C(CC1C(=O)NCCN1CC1CCCCC1)NCc1cc(F)ccc1F (stereo unspecified)
  -3%	23µM*	0%
CCn1nnnc1SCC(=O)N1N=C(c2cccs2)CC1c1cccs1 (stereo unspecified)
  2%	u	0%
Cc1cccc(-n2c(C)nc3cc(C(=O)N4CCOCC4)ccc32)c1
  -1%	-22%	14%
Oc1ccc2ccccc2c1CN1CCN(c2ccccc2)CC1
  1%	-3%	-13%
COc1cc(CNc2ccc3[nH]c(=O)[nH]c3c2)ccc1OCc1c(F)cccc1Cl
  -10%	-2%	-2%
COCCNC(=O)C(C)OC(=O)C1=Cc2ccccc2OC1 (stereo unspecified)
  22%	-5%	-13%
O=C(Nc1ccc(OCc2ccccc2)cc1)c1cccnc1
  -8%	-5%	-3%
CCC(CO)Oc1cc(NCc2cccc(OC)c2)c2ncn(C(C)C)c2c1 (stereo unspecified)
  -6%	21µM*	u
CCOc1ccc2nc(N3CCN(C(=O)c4ccco4)CC3)sc2c1
  -4%	u	-6%
Cc1cccc(C(=O)OCC(=O)N(CC(C)C)c2c(N)n(Cc3ccccc3)c(=O)[nH]c2=O)c1C
  1%	u	0%
O=C(c1cccnc1)C1Cc2ccccc2C1=O (stereo unspecified)
  0%	-13%	-3%
O=C(CCNC(=O)N1CCn2c1nc1ccccc12)NCc1ccc(F)cc1
  -4%	-11%	-5%
CC(C)C[C@@H](CNCC(=O)[C@H](C)NC(=O)c1[nH]cnc1C(=O)N[C@@H](C)CN)NC(=O)c1nc[nH]c1C(=O)N[C@@H](C)C(=O)O
  x	1%	9%
O=[N+]([O-])c1c(NCCCO)cc(SCc2ccco2)c2nonc12
  -6%	15µM*	u
Nc1c(C(=O)NCc2ccc(Cl)cc2Cl)nnn1Cc1ccc(Br)cc1
  -16%	u	-18%

# (more compounds)
# Values run as follows: GCN5L2 inh	TDP1 cell CPT	FEN1 inhibitor
Cc1c(NC(=S)NC(=O)c2ccccc2)c(=O)n(-c2ccccc2)n1C
  x	1%	5%
CCn1cc(C(=O)NCCc2ccc(Cl)cc2)c(=O)c2cc(S(=O)(=O)N3CCCCCC3)ccc21
  -3%	-12%	9%
C=CCSc1nc2ccccc2n1C(=O)/C=C/c1ccc(OC)c(OC)c1
  0%	5µM*	0%
Clc1nc(Oc2ccccc2)nc(-c2cn(-c3ccccc3)c3ccccc23)n1
  -4%	-1%	-23%
O=C(Nc1ccc2oc(-c3ccccc3F)nc2c1)c1ccco1
  0%	u	-18%
CS(=O)(=O)N(CC(=O)Nc1ccc(S(=O)(=O)N2CCOCC2)cc1)c1ccccc1Br
  -2%	-16%	-15%
COc1ccccc1C(=O)NNC(=O)c1ccc(Br)cc1
  0%	-5%	3%
O=C(COC(=O)CSc1ccc([N+](=O)[O-])cc1)NCCCc1ccccc1
  -7%	15µM*	3%
Cc1ccc(NC(=O)c2ccc3c(c2)N(CC(=O)N2CCCCC2)C(=O)C(C)(C)O3)cc1
  -5%	-28%	-9%
CCCNC(=O)c1ccc(N2CCC3(CC2)CC(c2cccc(Br)c2)=NO3)c(NC(=O)c2ccc(Cl)c([N+](=O)[O-])c2)c1
  -2%	-15%	-13%
Fc1ccc(NC(=S)Nc2cc(Cl)ccc2Cl)cc1
  -8%	5.8µM*	15%
CNC(=S)NNC(=O)c1ccccc1Cl
  -1%	3%	-7%
CCOC(=O)c1ccccc1NC(=O)N1CCc2c(sc(C)c2CC)C1c1ccccc1 (stereo unspecified)
  -7%	u	6%
OCCN1CCN(c2nc(-c3ccccc3)c3cc(Cl)ccc3n2)CC1
  u	u	-20%
COc1ccc(CNc2ccc(S(N)(=O)=O)cc2)cc1
  0%	-26%	-6%
O=C(c1ccc(Cl)c(S(=O)(=O)N2CCCC2)c1)N1CCOCC1
  -4%	-6%	-5%
CC1CN(c2nc3ccccc3nc2SCC(=O)Nc2cccc(C(F)(F)F)c2)CC(C)O1 (stereo unspecified)
  x	15µM*	-18%
Cc1cc(OCc2nc(N)nc(N)c2-c2ccc(Cl)c(Cl)c2)ccc1[N+](=O)[O-]
  x	0.58µM*	-14%
O=S(=O)(/N=C(\c1ccccc1)N1CCOCC1)c1cccs1
  1%	5%	10%
Cc1cccc(CN2C(=O)c3ccccc3Sc3ccc(C(=O)O)cc32)c1
  -26%	10%	-6%

# Quoted from the entries so far, two compounds:
# Values run as follows: GCN5L2 inh	TDP1 cell CPT	FEN1 inhibitor
OCCN1CCN(c2nc(-c3ccccc3)c3cc(Cl)ccc3n2)CC1
  u	u	-20%
COc1ccc(CNc2ccc(S(N)(=O)=O)cc2)cc1
  0%	-26%	-6%

# Bioassay records from PubChem BioAssay.

# These rows are one share of the data. The share of hits here may be higher or lower than overall.
